# TRPC6 inhibitor = mouse TRPC6 channel inhibitors, primary screen, cell-based, HEK293, membrane potential dye. Short transient receptor potential channel 6 (Mus musculus), Q61143. ACh-evoked depolarization; stronger effect = lower value. B-score at 10 µM. 310,000 compounds, 1.1% hits. AID 2553, 2010;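 active means B-score under library mean minus 3 SD, initial fluorescence not abnormally high, positive integrated signal ratio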;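 further: B-score derived from integrated fluorescence ratio over the kinetic read; more negative B-score means stronger inhibition of depolarization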
# Target sequence (Q61143 whole entry, looked up): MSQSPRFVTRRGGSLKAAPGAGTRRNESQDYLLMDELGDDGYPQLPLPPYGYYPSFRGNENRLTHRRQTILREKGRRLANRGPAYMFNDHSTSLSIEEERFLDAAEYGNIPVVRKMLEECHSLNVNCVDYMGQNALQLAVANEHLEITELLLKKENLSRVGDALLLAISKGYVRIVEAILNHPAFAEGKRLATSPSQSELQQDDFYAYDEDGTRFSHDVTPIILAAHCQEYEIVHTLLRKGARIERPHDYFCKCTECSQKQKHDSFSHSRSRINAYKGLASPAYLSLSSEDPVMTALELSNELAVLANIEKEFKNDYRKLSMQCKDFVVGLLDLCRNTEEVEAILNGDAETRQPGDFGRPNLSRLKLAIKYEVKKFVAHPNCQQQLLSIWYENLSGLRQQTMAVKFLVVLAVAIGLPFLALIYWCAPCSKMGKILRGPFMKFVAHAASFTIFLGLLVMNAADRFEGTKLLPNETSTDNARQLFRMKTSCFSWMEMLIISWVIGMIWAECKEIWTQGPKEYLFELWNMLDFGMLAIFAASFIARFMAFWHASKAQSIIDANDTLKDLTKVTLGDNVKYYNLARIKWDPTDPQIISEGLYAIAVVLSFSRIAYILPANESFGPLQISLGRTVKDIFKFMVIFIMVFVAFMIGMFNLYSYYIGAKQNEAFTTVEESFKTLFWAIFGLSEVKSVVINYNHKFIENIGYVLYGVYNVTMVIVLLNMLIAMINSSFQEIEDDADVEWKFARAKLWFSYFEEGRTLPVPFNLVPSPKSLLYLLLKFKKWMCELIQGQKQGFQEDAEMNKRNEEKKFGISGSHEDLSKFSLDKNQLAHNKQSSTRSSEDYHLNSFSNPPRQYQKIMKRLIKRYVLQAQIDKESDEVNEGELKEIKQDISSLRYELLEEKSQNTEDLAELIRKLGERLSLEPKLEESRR
# PolyA inhibitor = polyadenylation inhibitors in yeast reporter cells, primary screen, luminescence, S. cerevisiae | S. cerevisiae SKY197-pL101 polyadenylation reporter, beta-gal luminescence; efflux-impaired pdr1/pdr3 knockout yeast; score 100 = 6 SD above DMSO | calls only at 12 µM | 300,000 compounds, 0.02% hits | AID 1875, 2009;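 active means lowest replicate activity score at least 50, where 100 means six control SD above control mean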;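 further: yeast exposed to compound for 9 h at 30 °C; higher score means more reporter readthrough which indicates perturbed polyadenylation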
# MrgX1 PAM = positive allosteric modulators of MrgX1, primary screen, HEK293 cells, Fluo-4 calcium flux. Mas-related G-protein coupled receptor member X1 (Homo sapiens), Q96LB2. FDSS; stronger effect = higher value. B-score at 10 µM. 310,000 compounds, 0.63% hits;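 active means plate-corrected calcium response at least 3 library SD above typical, normal starting fluorescence, not activating the receptor alone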;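 further: compound read alongside a low EC10 to EC30 dose of BAM8-22 agonist; peak minus trough fluorescence over baseline measured at the second addition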
# TRPC4 act = activators of mouse TRPC4 channel, primary screen, Fluo4 calcium, HEK293 TRPC4beta/mu-opioid cells. Short transient receptor potential channel 4 (Mus musculus), Q9QUQ5. Fluo4 calcium fluorescence; stronger effect = higher value. B-score at 10 µM. 310,000 compounds, 0.49% hits;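 active means B-score above 5 SD of library B-scores, and initial fluorescence ratio not above library mean plus 5 SD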;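 further: positive B-score marks a calcium rise read as TRPC4 activation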
#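 Assay system: HEK293 cells stably co-expressing mouse TRPC4beta and mu-opioid receptor / Timing: Fluo4 dye loading 45 min at room temperature, 110 s recording / Signal: Fluo4 calcium-sensitive dye fluorescence, kinetic, 1 Hz baseline / Read-out: integrated baseline-normalised fluorescence ratio, converted to per-well B score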
# TRPC4 PAM = positive allosteric modulators of TRPC4, primary screen, cell-based, mouse TRPC4beta, HEK293 mu-opioid, Fluo-4 calcium | Short transient receptor potential channel 4 (Mus musculus), Q9QUQ5 | DAMGO EC20, Fluo-4 Ca2+ flux; stronger effect = higher value | B-score at 10 µM | 310,000 compounds, 0.42% hits | AID 2227, 2009;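 active means B-score of calcium response area above 5 SD of library B-scores, with initial fluorescence ratio within 5 SD of library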;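 further: B-score of integrated fluorescence ratio over time as area under calcium response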
# MrgX1 agonist = agonists of human MrgX1 receptor, primary screen, HEK293 cells, Fluo-4 calcium flux | Mas-related G-protein coupled receptor member X1 (Homo sapiens), Q96LB2 | Fluo-4 calcium fluorescence, agonist mode; stronger effect = higher value | B-score at 10 µM | 310,000 compounds, 0.44% hits | AID 588627, 2011;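 active means calcium response B-score plate-corrected fluorescence ratio at least 3 library SD, with starting fluorescence B-score inside 5 SD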
#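 Assay system: stable human MrgX1 HEK293 cell line. Quantity: 15,000 cells per well. Schedule: cells plated overnight, dye loaded 0.5 h 37 °C, 0.5 h room temperature. Detection: Fluo-4 NW calcium-flux fluorescence, kinetic read. Read-out basis: peak-minus-minimum fluorescence over baseline, converted to B scores. Control set: positive and negative control wells on each plate.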
# HIF act = HIF pathway transcriptional activators, primary screen, cell-based, U2OS HRE-luciferase, luminescence; U2OS HRE-luciferase reporter; normalized: DMSO 0%, desferrioxamine 100%; activation, % at 7.5 µM (by protocol); 300,000 compounds, 0.32% hits; AID 1910, 2009;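 active means mean activation of at least 10% of the iron chelator positive control signal, with at least half of replicates also reaching 10%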
# TRPC6 act = mouse TRPC6 channel activators, primary screen, cell-based, HEK293, membrane potential dye | HEK293-TRPC6 membrane potential dye fluorescence; stronger effect = higher value | B-score at 10 µM | 310,000 compounds, 0.13% hits | AID 2550, 2010;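 active means B-score of the integrated fluorescence ratio above library mean plus 3 SD, and starting fluorescence ratio within library mean plus 5 SD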;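 further: higher score means more depolarization so channel activation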
# AI-2 QS mod = Vibrio harveyi AI-2 quorum sensing modulators, primary screen, JMH597 strain, luminescence/OD600 ratio; activity change, % at 7.5 µM; Vibrio harveyi JMH597 AI-2 luminescence/OD600 ratio, 9 h; stronger effect = lower value; strain lacks LuxN and CqsS sensors; 0 = neutral-control median; 300,000 compounds, 0.4% hits; in the data active means activity change below about -75%, passing the limit was not always enough;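 further: luminescence divided by OD600 gain over 9 h not by final OD600 alone; inactives centre near 13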
# TRPC4 inh = inhibitors of mouse TRPC4 channel, primary screen, Fluo4 calcium, HEK293 TRPC4beta/mu-opioid cells; Short transient receptor potential channel 4 (Mus musculus), Q9QUQ5; DAMGO-evoked Fluo4 calcium flux; stronger effect = lower value; B-score at 10 µM; 300,000 compounds, 0.39% hits; AID 2247, 2010;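 active means B-score over 3 SD under the library average, no early fluorescence shift, positive overall ratio signal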
#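 Assay system: TRPC4beta/mu-opioid receptor HEK293 cell line; compound dosing: single concentration per test compound; detection: Fluo4 Ca2+ flux fluorescence; evaluation: per-well B score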
# MrgX1 antagonist = antagonists of human MrgX1 receptor, primary screen, HEK293 cells, Fluo-4 calcium flux; Mas-related G-protein coupled receptor member X1 (Homo sapiens), Q96LB2; BAM8-22 antagonism; stronger effect = lower value; B-score at 10 µM; 310,000 compounds, 1.3% hits; AID 588676, 2011;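 active means calcium-response B-score plate-corrected more than 3 library SD below zero, starting fluorescence within 5 deviations, no agonist response on first addition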;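 further: peak minus trough fluorescence over baseline after final BAM8-22 challenge near maximal dose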
# The depositor's hits bear a star; i = inactive; · = no result given. Not all compounds are listed; the hit share may differ from the screen's.
SMILES | TRPC6 inhibitor | PolyA inhibitor | MrgX1 PAM | TRPC4 act | TRPC4 PAM | MrgX1 agonist | HIF act | TRPC6 act | AI-2 QS mod | TRPC4 inh | MrgX1 antagonist
CCOC(=O)N1CCN(c2cc(N3CCN(CC)CC3)c(F)cc2[N+](=O)[O-])CC1C (stereo not given) | i | i | i | i | i | i | -0.3 | i | 10 | i | i
O=S(=O)(NCc1ccco1)c1ccc(S(=O)(=O)N2CCCC2)cc1 | i | i | i | i | i | i | 0.1 | i | 2 | i | i
O=C(Cn1nnc(-c2ccc(Cl)cc2)n1)NC1CC2CCC1C2 (stereo not given) | i | i | i | i | i | i | 0.7 | i | 16 | i | i
CCOC(=O)C(O)(C1C(=O)CC(C)(C)CC1=O)C(F)(F)F (stereo not given) | i | i | i | i | i | i | -0.5 | i | 9 | i | i
COc1cccc(C(=O)NC(=S)Nc2ccccc2N2CCCC2)c1 | i | i | i | i | i | i | 0.7 | i | 17 | i | i
COc1cc(C(=O)O/N=C2\C=CC(=O)C(C)=C2)cc(OC)c1OC | i | i | i | i | i | i | -0.3 | i | 34 | i | i
Nc1cccc(CCc2nc3cc4ccccc4cc3[nH]2)c1 | i | i | i | i | i | i | 2.1 | i | 1 | i | i
CCC(CC)NC(=O)c1cc(OC)c(OC)c(OC)c1 | i | i | i | i | i | i | -1.2 | i | 23 | i | i
CCOc1cc(C(c2c(O)nc(SC)[nH]c2=O)c2c(O)nc(SC)[nH]c2=O)ccc1O | i | i | i | i | i | i | -0.5 | i | 16 | i | i
COc1ccc(CNc2nc(Cl)c(C#N)s2)cc1 | i | i | i | i | i | i | 2.2 | i | 17 | i | i
COc1ccc(CCNc2nc(-c3cccnc3)cs2)cc1OC | i | i | i | i | i | i | 0.4 | i | 5 | i | i
Cc1csc(NC(=O)CSc2nnc3ncccn23)n1 | i | i | i | i | i | i | -0.5 | i | 34 | i | i
CC(C)(C)c1ccc(CN2C3=NCCCN3c3ccccc32)cc1 | i | i | i | i | i | i | -0.2 | i | 40 | i | i
CC(Cc1ccccc1)NC(=O)C1(c2ccccc2)CCOCC1 (stereo not given) | i | i | i | i | i | i | 0.1 | i | 19 | i | i
CC(=O)Nc1ccc(Nc2cc(C)nc3c(-c4ccc(Cl)cc4)c(C)nn23)cc1 | i | i | i | i | i | i | -1.7 | i | 14 | i | i
CCc1ccc(Nc2n[n+](-c3ccccc3)c(-c3ccc(N(CC)CC)cc3)s2)cc1 | i | i | i | i | i | 45* | 5.0 | i | 2 | i | i
COC(=O)Nc1nc2ccc(-c3n[nH]c(=O)c4ccccc34)cc2[nH]1 | i | i | i | i | i | i | 1.6 | i | -2 | i | i
COc1ccc(/C=C(/NC(=O)c2ccccc2)C(=O)N2CCOCC2)cc1OC | i | i | i | i | i | i | -0.6 | i | -1 | i | i
CCN(CC)C1CCN(C(=O)c2cc(COc3ccc(F)cc3Cl)on2)C1 (stereo not given) | i | i | i | i | i | i | -0.2 | i | 8 | i | i
CCOc1cnc(-c2ccc(Cl)cc2)o1 | i | i | i | i | i | i | 4.3 | i | -1 | i | i
CN1CCN(S(=O)(=O)c2ccc(Br)s2)CC1 | i | i | i | i | i | i | -0.2 | i | 14 | i | i
C=CCOc1ccccc1/C=c1\sc2nc(=O)c(C)nn2c1=O | i | · | i | i | i | 28* | 0.3 | i | 14 | i | i
O=C(NC1CCCCC1)Sc1ccc(Cl)cc1 | i | i | i | i | i | i | -4.3 | i | 26 | i | i
CCOC(=O)c1ccc(NC(=S)N2CCSC2c2ccc(OC)cc2)cc1 (stereo not given) | i | i | i | i | i | i | -4.6 | i | 36 | i | i
CCc1ccccc1NC(=O)C(Cc1ccccc1)c1nn[nH]n1 (stereo not given) | i | i | i | i | i | i | -2.4 | i | 4 | i | i
Cc1cc(Cl)c(S(=O)(=O)NCc2ccncc2)cc1OCC(N)=O | i | i | i | i | i | i | -0.7 | i | 12 | i | i
O=C(COC(=O)Cn1cnc2ccccc2c1=O)Nc1ccc(Cl)c(C(F)(F)F)c1 | i | i | i | i | i | i | -0.3 | i | 11 | i | i
O=C(CSc1ccccn1)N1CCc2ccccc21 | i | i | i | i | i | i | 0.2 | i | 25 | i | i
Cc1ccc(COc2ccc(/C=N/O)cc2)cc1 | i | i | i | i | i | i | 2.8 | i | -6 | i | i
COc1ccc(CCNC(=O)CSc2nnc3ccccn23)cc1 | i | i | i | i | i | i | -0.1 | i | 37 | i | i
COc1cc(/C=N/n2nnnc2Nc2ccccc2)cc(OC)c1OC | i | i | i | i | i | i | 0.7 | i | 0 | i | i
CCN(CC)S(=O)(=O)c1ccc(N2CCOCC2)c(NC(=O)Cc2cccc3ccccc23)c1 | i | i | i | i | i | i | -0.6 | i | 9 | i | i
Cc1cccc(Nc2nc(N)nc(-c3oc4ccccc4c3C)n2)c1 | i | i | i | i | i | i | 6.4 | i | 16 | i | i
O=C(O)c1ccc(Oc2cccc([N+](=O)[O-])c2)cc1C(=O)O | i | i | i | i | i | i | 0.6 | i | 21 | i | i
Cc1nc(=O)c(-c2ccccc2)c(C)n1CCCCCC(=O)O | i | i | i | i | i | i | 0.2 | i | 17 | i | i
Cc1ccc(S(=O)(=O)n2ccc3c2CCCC3=O)cc1 | -5.1* | i | i | i | i | i | 1.4 | i | -18 | i | i
O=C(NNS(=O)(=O)c1ccc(Br)cc1)NC1CCCCC1 | i | i | i | i | i | i | 0.2 | i | 9 | i | i
COc1ccc(CCn2c(=S)[nH]c3ccc(N4CCOCC4)cc3c2=O)cc1OC | i | i | i | i | i | i | 0.4 | i | 2 | i | i
CN1CCC(OC(=O)C23CCC(C)(C(=O)O2)C3(C)C)CC1 (stereo not given) | i | i | i | i | i | i | 0.2 | i | -9 | i | i
Cc1ccc(-c2nc(CS(=O)(=O)CC(=O)NCc3cccc(F)c3)c(C)o2)cc1 | i | i | i | i | i | i | -0.2 | i | 9 | i | i
COc1cc(NC(=S)NC(=O)C(C)C)ccc1NC(=O)c1cc2ccccc2o1 | i | i | i | i | i | i | 0.1 | i | 13 | i | i
CCOC(=O)CC1C(=O)NCCN1C1CCCC1 (stereo not given) | i | i | i | i | i | i | -0.4 | i | -6 | i | i
COc1ccccc1N1CCN(C(=O)CSc2nnc(-c3ccoc3C)o2)CC1 | i | i | i | i | i | i | -25 | i | -9 | i | i
Cc1cc(C)n(C(=O)c2ccncc2)n1 | i | i | i | i | i | i | 0.0 | i | 24 | i | i
Cc1ccc(C(=O)NCCCNc2ccc(C(F)(F)F)cc2[N+](=O)[O-])cc1 | i | i | i | i | i | i | 0.0 | i | -8 | i | i
COc1ccc(Cl)cc1NC(=O)CN(C)C(=O)c1cn(-c2ccccc2)nc1-c1cccnc1 | i | i | i | i | i | i | 0.5 | i | 7 | i | i
c1coc(-c2nnc(SCc3cn4ccccc4n3)o2)c1 | i | i | i | i | i | i | 0.7 | i | 9 | i | i
CC(C)Cn1c(CN2C(=O)c3ccccc3C2=O)nc2ccccc2c1=O | i | i | i | i | i | i | 0.4 | i | 17 | i | i
O=C(O)Cc1ccc(NC(=O)Nc2ccc3c(c2)OCO3)cc1 | i | i | i | i | i | i | 1.6 | i | 20 | i | i
Brc1ccc(-c2csc(NNC3=NCCCCC3)n2)cc1 | i | i | i | i | i | i | 0.6 | i | 19 | i | i
Cc1ccc2c(c1)nnn2C1CCN(C(=O)C23CC4CC(CC(C4)C2)C3)CC1 | i | i | i | i | i | i | -0.8 | i | 13 | i | i
CCN(Cc1ccccc1)C(=O)c1oc2ccc(C)cc2c1C | i | i | i | i | i | i | 0.6 | i | -3 | i | i
CC(C)Oc1ccc2c(=O)c(-c3ccccc3)coc2c1 | i | i | i | i | i | i | 3.0 | i | 4 | i | i
COc1cccc(CN2CCC(C(=O)N3CCC(C)CC3)CC2)c1 | i | i | i | i | i | i | -0.4 | i | 2 | i | i
Nc1cc(C(=O)OCC(=O)NCC2CCCO2)ccc1Cl (stereo not given) | i | i | i | i | i | i | 0.2 | i | 0 | i | i
CCC(c1nnnn1CCOC)N1CCN(c2nc3ccccc3s2)CC1 (stereo not given) | i | i | i | i | i | i | -0.6 | i | 14 | i | i

# Going on with the list:
SMILES | TRPC6 inhibitor | PolyA inhibitor | MrgX1 PAM | TRPC4 act | TRPC4 PAM | MrgX1 agonist | HIF act | TRPC6 act | AI-2 QS mod | TRPC4 inh | MrgX1 antagonist
COc1ccc(C(=O)Nc2ccnn2C2CCN(Cc3ccccn3)CC2)cc1 | i | i | i | i | i | i | -0.4 | i | 5 | i | i
Cc1ccc(NC(=O)c2cccc(N3C(=O)CCC3=O)c2)nc1 | i | i | i | i | i | i | 0.0 | i | 6 | i | i
COc1ccc(-n2ccnc2SCC(=O)NCc2ccc3c(c2)OCO3)cc1 | i | i | i | i | i | i | -0.2 | i | 32 | i | i
CCC1=Nc2cc(C(=O)NCCCN3CCOCC3)ccc2Sc2ccc(Br)cc21 | i | · | i | i | i | i | -0.7 | i | 0 | i | i
CC(C)(C)[C@@H]1C=C(C(=O)N2CCN(Cc3ccc4c(c3)OCO4)CC2)O[C@H](OCc2ccc(CO)cc2)C1 | i | i | i | i | i | i | -0.4 | i | 20 | i | i
Cc1ccc(NC(=O)COC(=O)C2C3CC4OC(=O)C2C4C3)cc1Cl (stereo not given) | i | i | i | i | i | i | 0.1 | i | 22 | i | i
NC(=O)NCc1ccc(C(=O)OCc2ccncc2)cc1 | i | i | i | i | i | i | -4.9 | i | 26 | i | i

# Screening results: PubChem BioAssay, several laboratories
